Source: PubChem
tim10-1 inh: inhibits growth of tim10-1 mutant yeast; inhibition, % at 20 µM; hit rate 2.2% among 330,000; AID 463190; S. cerevisiae tim10-1 ts strain growth, BacTiter-Glo, 24 h;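 active means inhibition of at least 40%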;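 further: mutant grown at 25 °C; 0% = DMSO wells with yeast and 100% = wells holding no yeast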
Mdm2-MdmX inh: inhibitors of human Mdm2/MdmX interaction. SaOS-2 split-luciferase Mdm2/MdmX complementation, luminescence. inhibition, % at 8 µM. O15151+Q00987. hit rate 3% among 330,000;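 active means inhibition of at least 50% at 8 µM in the primary screen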
Target sequence (O15151 whole entry, looked up): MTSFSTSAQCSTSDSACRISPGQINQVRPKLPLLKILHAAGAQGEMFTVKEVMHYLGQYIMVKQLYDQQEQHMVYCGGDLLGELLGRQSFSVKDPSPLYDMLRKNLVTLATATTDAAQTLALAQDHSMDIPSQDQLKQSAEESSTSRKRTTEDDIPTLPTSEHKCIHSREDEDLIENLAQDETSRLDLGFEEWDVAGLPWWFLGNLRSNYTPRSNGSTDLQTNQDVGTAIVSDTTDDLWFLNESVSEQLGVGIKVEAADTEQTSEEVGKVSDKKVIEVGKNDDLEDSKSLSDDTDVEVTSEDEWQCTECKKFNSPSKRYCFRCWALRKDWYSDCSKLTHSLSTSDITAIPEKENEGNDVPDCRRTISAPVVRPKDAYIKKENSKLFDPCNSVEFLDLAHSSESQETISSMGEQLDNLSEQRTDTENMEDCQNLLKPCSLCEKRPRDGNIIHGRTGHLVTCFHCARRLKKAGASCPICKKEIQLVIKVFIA
Target sequence (Q00987 whole entry, looked up): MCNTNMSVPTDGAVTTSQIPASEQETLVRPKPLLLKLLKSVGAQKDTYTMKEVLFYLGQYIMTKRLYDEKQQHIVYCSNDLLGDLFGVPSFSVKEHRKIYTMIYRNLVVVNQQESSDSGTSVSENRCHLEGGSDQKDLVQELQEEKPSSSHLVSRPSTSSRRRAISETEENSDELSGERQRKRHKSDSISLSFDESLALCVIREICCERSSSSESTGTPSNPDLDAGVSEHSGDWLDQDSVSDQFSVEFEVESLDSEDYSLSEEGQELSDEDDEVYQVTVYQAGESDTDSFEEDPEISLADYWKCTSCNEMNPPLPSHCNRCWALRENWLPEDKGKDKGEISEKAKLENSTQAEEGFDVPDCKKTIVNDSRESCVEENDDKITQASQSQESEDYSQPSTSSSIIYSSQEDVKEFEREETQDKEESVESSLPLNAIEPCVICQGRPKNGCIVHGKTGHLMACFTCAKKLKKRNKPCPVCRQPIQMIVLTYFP
CHOP UPR activ: apoptotic UPR (CHOP) activation. CHO-CHOP luciferase reporter, luminescence; percent of tunicamycin response over DMSO baseline. activation, % at 10 µM. hit rate 0.34% among 330,000. AID 449763;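 active means at 10 µM dose, activation of 40% or more, normalized to positive control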;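 further: 100% = tunicamycin at 10 µg/mL and 0% = DMSO alone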
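assay system = CHO CHOP reporter cells | amount = 500 CHO-CHOP cells per well | buffer or medium = F12 with 10% FBS | incubation = 16-18 h cell attachment, then 6 h compound exposure, 37 °C | detection = luminescence read with Steady-Glo | read-out = percent activation relative to tunicamycin control | controls = tunicamycin high control, DMSO low control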
UPR XBP1 act: activators of adaptive arm of unfolded protein response (XBP1) | activation, % at 20 µM | CHO-XBP1 luciferase reporter, IRE1-XBP1 UPR activation, luminescence; percent of tunicamycin response, DMSO as zero | hit rate 0.33% among 330,000;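 active means versus positive control, 20 µM dose yields 30% or more activation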;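 further: 100% = tunicamycin at 10 µg/mL and 0% = DMSO only wells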
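Material: IRE1-XBP1 luciferase reporter CHO line / Quantity: one thousand reporter cells per well / Buffer or medium: F12 with 10% serum / Compound: 20 µM single concentration, DMSO 1% / Times: 6 h treatment, 37 °C / Detection: Steady-Glo luciferase glow luminescence, 10 min after reagent addition / Benchmarks: tunicamycin high, DMSO low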
tim23-1 inh: growth inhibitors of tim23-1 mutant yeast. S. cerevisiae tim23-1 growth, BacTiter-Glo luminescence, 24 h. inhibition, % at 20 µM. hit rate 1.3% among 330,000. AID 463212;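 active means growth inhibition of the mutant yeast at or above 50%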;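 further: temperature-sensitive mutant grown at 25 °C; plate controls were DMSO-treated mutant yeast for no effect and medium wells lacking yeast for full effect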
TIM10 inh: TIM10 yeast growth inhibition; inhibition, % at 10 µM; S. cerevisiae TIM10 strain growth, BacTiter-Glo luminescence, 24 h; hit rate 1.4% among 330,000;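 active means inhibition of 40% or more at the single tested concentration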;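 further: wild-type TIM10 isogenic control strain grown at permissive 25 °C; 0% = DMSO yeast wells and 100% = minimal medium wells without yeast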
APJ agonist: APJ receptor agonism | CHO-K1 APJ PathHunter beta-arrestin, luminescence; 0% DMSO wells, 100% apelin | activation, % at 20 µM | hit rate 0.11% among 330,000 | AID 2520 | P35414;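 active means activation more than six SD over the plate average, tested at 20 µM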;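 further: 0% = DMSO alone and 100% = apelin-13 at 10 nM; some results filed as inactive read as strong as hits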
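Test system: CHO-K1 APJ beta-arrestin complementation cell line | Compound: Single test compound dose, 20 µM final, 1% DMSO | Incubation: Compound 90 min 25 °C, reagent 1 h | Measured by: beta-gal luminescence | Read-out basis: APJ–arrestin association signal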
GRIN3A LBD mod: NR3A (human) ligand-binding domain modulation; NR3A LBD differential scanning fluorimetry, Tm shift; 0% = protein alone, 100% = glycine-bound protein; Tm shift relative to glycine control, % at 25 µM; hit rate 2.5% among 340,000;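 active means melting temperature shift of at least 10% of the positive control shift, at one fixed dose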
NLRP3 yeast inh: blocks the NALP3 inflammasome reconstituted in yeast; AID 2825; Yeast reconstituted NLRP3/ASC/caspase-1, beta-gal luminescence, 24 h; hit rate 0.39% among 330,000; inhibition, % at 10 µM;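 active means inhibition of 50% or more; inactive means inhibition below 50%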;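 further: plate controls were induced DMSO wells for no effect and uninduced yeast grown without galactose for full effect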
An asterisk follows results filed as active; nt = no result given.

SMILES	tim10-1 inh	Mdm2-MdmX inh	CHOP UPR activ	UPR XBP1 act	tim23-1 inh	TIM10 inh	APJ agonist	GRIN3A LBD mod	NLRP3 yeast inh
COc1ccccc1CNC(=O)CCS(=O)(=O)c1ccc2c(c1)CCN2C(C)=O	21	-7	0.1	0	7	7	-4	-2	5
COc1ccc(Nc2ncnc3ccc([N+](=O)[O-])cc23)c(OC)c1	13	37	1.1	0	9	-29	1	0	15
C=CCOC(=O)C1=C(C)NC(=O)NC1c1ccc(O)cc1 (stereo not drawn)	7	2	0.7	-3	0	-2	-2	-4	30
O=C(NNS(=O)(=O)c1ccc(F)cc1)c1ccccc1	-3	10	-1.1	-2	-5	-7	-1	3	21
Cc1csc(NC(=O)C(C)Oc2ccc(Br)cc2)n1 (stereo not drawn)	8	24	1.2	-3	26	9	-3	0	27
Cc1ccccc1NS(=O)(=O)c1ccc(N2CCCC2=O)cc1	11	35	-3.0	7	3	-3	-2	0	-3
Cc1ccc(C(=O)NNC(=O)Cn2ccc(C(F)(F)F)n2)o1	8	2	1.4	-1	1	7	1	-1	21
C=CCn1c(-c2ccccc2)nc2nc3ccccc3nc21	-12	15	-1.2	1	18	-18	-3	1	35
NNC(=O)c1ccc(COc2cccc3cccnc23)cc1	7	1	12	6	16	-1	2	-1	13
Cc1cccc(CN2CCNC2=O)c1	4	-25	2.3	2	19	-5	4	2	10
CCOc1ccccc1NC(=O)C1CCCN(S(=O)(=O)c2c(C)[nH]c(=O)[nH]c2=O)C1 (stereo not drawn)	6	18	0.1	1	8	4	1	0	8
Cc1cc(N/C=C/C(=O)c2ccccc2)ccc1Br	12	-40	4.4	-7	16	6	-4	3	13
CCOC(=O)C(=O)c1csc(NC(=O)CCSc2ccc(C)cc2)n1	9	-2	-2.4	4	17	10	0	0	4
NC(=O)NC(=O)COC(=O)CCCc1c[nH]c2ccccc12	2	16	-1.6	-1	8	10	1	-1	20
COc1cc(OC)c(N2CC(C(=O)Nc3cc(Cl)ccc3N3CCOCC3)CC2=O)cc1Cl (stereo not drawn)	-1	27	1.6	2	-3	7	2	2	26
O=C1c2ccccc2C(=O)N1CCC#Cc1ccc2cc(C3(O)CCCCC3)oc(=O)c2c1	-3	2	6.9	2	4	-7	4	35*	17
O=C(O)C1CC(=O)N(c2ccc(OCc3ccccc3)cc2)C1 (stereo not drawn)	5	-10	0.8	0	16	-9	-1	0	-4
COc1ccc(Br)cc1/C=N/NC(=O)c1cccc(S(=O)(=O)N2CCOCC2)c1	20	23	1.8	2	1	12	1	-9	3
COc1ccc(Cl)cc1NC(=O)CN1CCN(C(=O)N2CCOCC2)CC1	2	-14	-2.0	-3	-3	1	0	-1	6
O=C(c1cccc(C(F)(F)F)c1)N1CCOc2ccccc21	17	-16	0.0	4	-3	-1	-1	-2	-8
COc1cc2nc(NCCCN3CCN(C)CC3)n3nc(-c4ccccc4)nc3c2cc1OC	3	39	7.3	0	-57	1	1	4	24
CCCCNC(=O)C1CCN(C(=O)Nc2ccc(C)cc2)CC1	14	13	-1.6	-1	13	-6	-4	1	8
COc1ccc(-c2noc(CCC(=O)N3CCN(c4cccc(C)c4C)CC3)n2)cc1	19	29	1.4	0	42	16	nt	-1	nt
CCS(=O)(=O)c1nc(S(=O)(=O)c2ccc(Cl)cc2)c(N2CCc3ccccc3C2)s1	35	6	1.8	-1	27	5	0	0	4
COc1ccc(/C=N/NC(=O)c2nc(-c3ccccc3)cc(-c3ccccc3)n2)cc1O	18	56*	20	23	-9	22	12	-432	-11

4 records drawn at random from the list so far, as already listed:
SMILES	tim10-1 inh	Mdm2-MdmX inh	CHOP UPR activ	UPR XBP1 act	tim23-1 inh	TIM10 inh	APJ agonist	GRIN3A LBD mod	NLRP3 yeast inh
O=C(c1cccc(C(F)(F)F)c1)N1CCOc2ccccc21	17	-16	0.0	4	-3	-1	-1	-2	-8
CCOc1ccccc1NC(=O)C1CCCN(S(=O)(=O)c2c(C)[nH]c(=O)[nH]c2=O)C1 (stereo not drawn)	6	18	0.1	1	8	4	1	0	8
Cc1ccc(C(=O)NNC(=O)Cn2ccc(C(F)(F)F)n2)o1	8	2	1.4	-1	1	7	1	-1	21
COc1ccc(/C=N/NC(=O)c2nc(-c3ccccc3)cc(-c3ccccc3)n2)cc1O	18	56*	20	23	-9	22	12	-432	-11

New compounds follow.
SMILES	tim10-1 inh	Mdm2-MdmX inh	CHOP UPR activ	UPR XBP1 act	tim23-1 inh	TIM10 inh	APJ agonist	GRIN3A LBD mod	NLRP3 yeast inh
CCOC(=O)N1CCC(NC(=O)C2CCCN(Cc3nc(-c4cccc(C)c4)oc3C)C2)CC1 (stereo not drawn)	20	41	12	-3	7	2	1	0	18
COc1ccc(NS(=O)(=O)c2ccc(Br)s2)cc1OC	12	18	-1.4	-5	1	9	-4	-12	-3
Cc1ccc(NC(=S)Nc2cccc3ccccc23)cc1F	49*	19	3.1	-3	36	27	15	16*	27
COc1ccccc1NC(=O)Cn1nnc(-c2ccccc2NS(=O)(=O)c2ccccc2)n1	0	12	2.7	-1	13	3	-2	7	-13
COc1ccc(C2CC(c3ccccc3)=NN2C(=O)COC(=O)C2CC2)cc1 (stereo not drawn)	36	5	0.4	-1	32	33	0	-2	7
CCOc1ccc(OCC)c(S(=O)(=O)n2cnc(C)c2)c1	10	6	-0.3	0	15	-5	0	2	13
CCCN1/C(=C2/SC(=S)N(CC)C2=O)C=Cc2ccccc21	39	26	-0.5	2	22	34	-9	-5	41
CNC(=O)CSc1nnc(-c2ccco2)n1-c1cccc(C)c1C	8	-17	1.5	-3	14	-4	4	-1	6
O=C(O)C1CCCN1S(=O)(=O)c1ccc(Cl)cc1 (stereo not drawn)	7	-11	-0.3	-6	-2	0	1	0	14
Cc1ccc2ncc([N+](=O)[O-])n2c1	-2	11	-1.4	-1	11	9	-6	-2	-9
COc1nccnc1NS(=O)(=O)c1ccc(N)cc1	2	-9	0.1	-2	11	5	-2	2	7
NC(=O)CN1C(=O)C2C3C=CC(C3)C2C1=O (stereo not drawn)	7	-9	0.2	0	-1	-3	-2	2	7
Cc1ccnn1CCC(=O)N1CCCC(N2CCN(c3cccc(Cl)c3)CC2)C1 (stereo not drawn)	9	16	2.7	2	-1	6	1	0	5
CC1CCCN(C(=S)Nc2ccc3nc4n(c(=O)c3c2)CCCCC4)C1 (stereo not drawn)	5	-24	-2.2	-1	15	3	0	-5	7
CCc1nnc(NC(=O)C2CC(=O)N(Cc3ccccc3)C2)s1 (stereo not drawn)	9	12	2.6	0	-3	-5	0	-1	15
COc1cccc(CC2(CO)CCCN(Cc3cnn(-c4ccccc4)c3)C2)c1 (stereo not drawn)	6	-3	-0.6	1	6	18	-4	-1	6
COc1ccc(/C=C(\C#N)C(=O)OCC(=O)NCc2ccco2)cc1	-3	4	-0.1	-1	-2	-1	-3	-1	10
COc1ccccc1NC(=O)c1ccc(NC(=O)COC(=O)CCC2CCCC2)cc1	26	-11	-0.5	-5	3	13	-1	6	-7
C/C(=N\N=C1\NC(=O)C(CC(=O)Nc2ccc(C)c(Cl)c2)S1)C(C)C (stereo not drawn)	35	28	0.7	-1	7	11	-1	0	-1
CC1CC(C)CN(C(=O)c2cccc(S(=O)(=O)NCc3ccccc3)c2)C1 (stereo not drawn)	5	2	-1.5	-2	16	1	-2	0	13
CC(=O)NCCc1nc2cc(NS(=O)(=O)c3ccccc3)ccc2n1C	-19	-16	4.1	-3	4	4	-4	-2	-8
COCCCNC(=O)CCN1N=C(c2ccccc2)CCC1=O	0	15	-0.1	-2	8	2	-1	1	21
O=C1N[C@@H](Cc2c[nH]c3ccccc23)COC(=O)[C@@H](Cc2ccc(F)cc2)C/C=C\C[C@H]1CC(=O)N(CCO)Cc1ccccc1	-12	51*	4.7	0	-5	11	-1	-2	10
Cc1ccc(NC(=O)C(C)N2CCCC2)cc1Cl (stereo not drawn)	1	-19	-1.6	2	1	-14	-2	2	5
CC1CC(C)(C)CC2(C1)NC(=O)N(CC(=O)Nc1nccs1)C2=O (stereo not drawn)	0	-15	1.3	-1	8	3	7	0	5
Going on with the list.
SMILES	tim10-1 inh	Mdm2-MdmX inh	CHOP UPR activ	UPR XBP1 act	tim23-1 inh	TIM10 inh	APJ agonist	GRIN3A LBD mod	NLRP3 yeast inh
COc1cc(C(=O)N2CCc3ccccc32)cc(OC)c1OC	14	17	-0.2	-4	9	-11	0	2	-3
Clc1ccc(Cl)c(OCCN2CCOCC2)c1	-4	21	-0.7	1	5	-3	5	1	-4
COc1ccc(CN(C(=O)c2ccco2)c2ccc(Br)cc2)cc1OC	18	-10	0.7	-1	32	3	4	2	25
O=C(Oc1cccnc1)c1ccc(Cl)c(Cl)c1	25	29	0.5	2	15	19	-3	-1	10
O=C1OCc2ccc(NC(=O)c3ccccc3C(=O)O)cc21	10	0	-0.1	-2	16	10	8	1	4
O=C(CSc1ccc(-c2ccccn2)nn1)N1CCCCC1	8	-30	1.0	-1	17	-26	-1	-1	6
CCn1c(CNC(=O)c2cccs2)n[nH]c1=S	12	-7	0.8	0	4	10	-2	-2	12
O=C(N/N=C/c1ccc(Br)o1)c1cncc(Br)c1	8	12	-0.5	2	8	14	0	3	6
Cc1ccc(C(=O)c2coc3ccc(O)c(CN4CCN(C)CC4)c23)cc1	13	37	2.3	-3	22	2	1	-3	12
NS(=O)(=O)c1ccc(NC(=S)Nc2ccc(C(=O)N3CCCCC3)cc2)cc1	7	0	2.7	-1	19	10	-2	1	-3
Cc1ccc(CN2CCNC(=O)C2CC(=O)N(C)C2CCCCC2)cc1 (stereo not drawn)	10	34	-0.5	-4	11	1	-7	1	12
Cc1ccc(SCCNC(=S)Nc2cc(C)cc(C)c2)cc1	-2	1	-1.9	0	7	15	-5	-1	55*
COc1ccc(O[C@@H]2O[C@H](COC(C)=O)[C@@H](OC(C)=O)[C@H](OC(C)=O)[C@H]2NC(C)=O)cc1	-8	-8	-1.7	1	2	0	-4	1	9
C=C/C(C)=C/CC1C(=C)CCC2C(C)(C(=O)O)CCCC12C (stereo not drawn)	15	25	1.9	-2	14	4	-1	-4	36
Fc1ccc(Cn2nnnc2CN2CCN(C3CCCCC3)CC2)cc1	-18	-9	1.2	3	-10	5	-6	6	8
O=C(CCNC(=O)c1ccco1)Nc1ccc(Cl)cc1F	-7	-18	2.1	2	6	4	0	2	-6
CS(=O)(=O)Cc1ccc(C(=O)NCC2(N3CCCCC3)CCCCC2)cc1	-5	17	0.7	3	-7	-5	-2	-1	15
CC(=O)NC(Cc1ccc(F)cc1)C(=O)NC1CCN(C(=O)NCc2ccccc2)CC1 (stereo not drawn)	11	7	0.3	-2	-4	-8	-2	-2	13
CN(C)/N=C/C=C1\CC/C(=C\c2ccc(F)c(F)c2)C1=O	13	12	0.9	0	16	21	-4	1	15
Cn1ccs/c1=N\S(=O)(=O)c1ccc(C(C)(C)C)cc1	27	-34	1.6	1	8	1	-4	-1	5

Printed as active in NLRP3 yeast inh (from the list above):
| Structure | tim10-1 inh | Mdm2-MdmX inh | UPR XBP1 act | APJ agonist | GRIN3A LBD mod | NLRP3 yeast inh |
| --- | --- | --- | --- | --- | --- | --- |
| Cc1ccc(SCCNC(=S)Nc2cc(C)cc(C)c2)cc1 | -2 | 1 | 0 | -5 | -1 | 55* |
